Source: PubChem (several laboratories)
EP2 modulator = EP2 receptor (human) modulation. P43116. induction, % at 25 µM. 260,000 tested, 0.83% active. EP2-expressing cells, cAMP HTRF FRET, PGE2 co-stimulation;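 active = compounds whose cAMP rise, as percent of the full-agonist control response, exceeds 60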;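 also: rat C6 glioma line stably carrying human EP2 under a CMV promoter; the protocol text gives 20 µM as final concentration; 100% = response of wells given 1 µM PGE2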
NPY1 pot ag = human NPY-Y1 potentiation or agonism, primary screen; activation, % at 3.6 µM; 220,000 tested, 0.37% active; AID 1304; P25929; NPY-Y1 expressing cells, potentiator/agonist activation; in the data active = activation above about 33%, passing the limit was not always enough;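 also: cells stimulated with NPY at EC10 then isoproterenol at EC100; 0% = low agonist plus stimulus and 100% = saturating agonist plus stimulus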
S1P4 ag = agonists of human S1P4 receptor. 220,000 tested, 0.35% active. AID 1509. S1P4-expressing cell line, agonist reporter assay. activation, % at 4.98 µM; in the data active = activation above about 11%;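 also: 0% = DMSO vehicle and 100% = reference agonist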
CHOP inhibitor = blocks CHOP induction under ER stress; AID 2732; inhibition, % at 10 µM; CHO-K1 CHOP-promoter luciferase, tunicamycin-induced, 15-18 h; 220,000 tested, 3.8% active;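 active = compounds that reduced the stress-induced luciferase reporter signal by more than about 70% of percent inhibition, limit read from the data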;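 also: 0% = tunicamycin plus vehicle and 100% = wells without tunicamycin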
S1P4 antag = human S1P4 receptor antagonism. inhibition, % at 4.98 µM. 220,000 tested, 0.26% active. S1P4-expressing cells, antagonist mode, reporter read-out. AID 1510; in the data active = inhibition above about 29%;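 also: 0% = wells stimulated with agonist and 100% = vehicle wells without agonist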
TRPN1 ag = activates the zebrafish TRPN1 channel; HEK293 zebrafish TRPN1-YFP, Fluo-8 calcium fluorescence; 100% = response to 87 µM carbachol; activation, % at 3 µM; 220,000 tested, 0.18% active; AID 1424;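 active = activation above its plate's cutoff, the mean activation of test wells on that plate plus 3 SD, cut at about 19% in these data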;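 also: 0% = DMSO alone and 100% = 87 µM carbachol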
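Assay system: Zebrafish TRPN1-YFP in HEK293 cells | Incubation: Dye loading 1 h at 37 °C, then 30 min room temperature | Measured by: Kinetic Fluo-8 fluorescence, ex 470-495, em 515-575 nm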
TRPML3 ag = human mucolipin-3 channel agonism; HEK293 TRPML3-YFP, Fluo-8 calcium fluorescence; 100% = the carbachol control signal; activation, % at 3 µM; 220,000 tested, 0.29% active;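 active = activation above its plate's cutoff, the mean activation of the plate's test wells plus 3 SD, cut at about 12% in these data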;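 also: 0% = DMSO only wells and 100% = carbachol wells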
Target sequence (Q8TDD5 whole entry, looked up): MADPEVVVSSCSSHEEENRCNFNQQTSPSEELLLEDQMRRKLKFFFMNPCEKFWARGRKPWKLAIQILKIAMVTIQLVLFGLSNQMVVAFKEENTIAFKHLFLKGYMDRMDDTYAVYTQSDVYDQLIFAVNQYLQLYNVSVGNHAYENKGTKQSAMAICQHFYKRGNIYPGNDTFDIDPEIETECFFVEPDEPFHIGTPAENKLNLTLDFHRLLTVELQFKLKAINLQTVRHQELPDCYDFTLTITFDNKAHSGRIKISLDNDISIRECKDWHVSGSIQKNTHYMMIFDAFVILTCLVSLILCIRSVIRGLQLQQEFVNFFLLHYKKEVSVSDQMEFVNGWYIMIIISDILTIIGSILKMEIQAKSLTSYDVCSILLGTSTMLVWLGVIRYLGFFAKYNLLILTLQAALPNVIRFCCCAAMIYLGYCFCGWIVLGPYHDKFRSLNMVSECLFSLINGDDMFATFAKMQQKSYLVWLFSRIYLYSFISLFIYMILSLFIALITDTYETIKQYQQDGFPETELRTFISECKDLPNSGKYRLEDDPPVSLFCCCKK
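Material: TRPML3-YFP stable HEK293 cells | Dosing: One concentration, 3 µM nominal, 0.3% DMSO | Timing: 125 s total fluorescence read per well | Technique: Fluo-8 calcium dye fluorescence, ex 470-495, em 515-575 nm | Measure: Percent activation from peak-to-basal fluorescence ratio, scaled between DMSO and carbachol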
NPY2 pot ag = potentiates or activates human NPY-Y2 receptor; 220,000 tested, 0.45% active; cells expressing NPY-Y2, potentiator/agonist read-out; P49146; activation, % at 3.6 µM; in the data active = activation above about 27%;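 also: cells stimulated with NPY near EC25 plus isoproterenol at EC100; 0% = vehicle plus submaximal agonist and 100% = vehicle plus saturating agonist; some results beyond the cut were filed as inactive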
Target sequence (P49146 whole entry, looked up): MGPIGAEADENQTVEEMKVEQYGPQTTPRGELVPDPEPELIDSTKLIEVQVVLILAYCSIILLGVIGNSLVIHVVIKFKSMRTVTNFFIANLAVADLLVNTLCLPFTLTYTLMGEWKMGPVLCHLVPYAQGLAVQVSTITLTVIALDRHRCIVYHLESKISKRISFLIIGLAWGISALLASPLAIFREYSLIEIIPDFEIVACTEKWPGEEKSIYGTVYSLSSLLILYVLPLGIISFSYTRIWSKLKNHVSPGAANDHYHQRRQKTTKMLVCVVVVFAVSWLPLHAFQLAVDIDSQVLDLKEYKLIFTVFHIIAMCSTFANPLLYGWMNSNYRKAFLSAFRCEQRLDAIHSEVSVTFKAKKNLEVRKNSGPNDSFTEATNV
NPY-Y1 antag = antagonists of human neuropeptide Y receptor Y1; P25929; HEK293-CNG Y1 cells, membrane potential fluorescence; NPY at EC95, then isoproterenol; inhibition, % at 3.6 µM; 200,000 tested, 1% active;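 active = inhibition above the campaign mean inhibition of all tested compounds plus 3 SD, cut at about 20% in these data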;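 also: 0% = DMSO wells given NPY plus isoproterenol and 100% = isoproterenol alone without NPY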
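Test system – HEK293 Y1/CNG channel cell line · Also added – NPY agonist 25 nM, then isoproterenol 1 µM plus Ro 20-1724 25 µM · Compound dosing – one concentration, 3.6 µM, in 0.4% DMSO · Schedule – compound incubation 1 h at room temperature, readout 45 min post-stimulation · Technique – fluorescence, membrane potential probe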
* hit, by the source's call; . = not tested or not shown; & = joins results of further samples. This is a random part of the collection, and some 6.5% of all compounds hit somewhere here.

SMILES	EP2 modulator	NPY1 pot ag	S1P4 ag	CHOP inhibitor	S1P4 antag	TRPN1 ag	TRPML3 ag	NPY2 pot ag	NPY-Y1 antag
O=C(NC(=S)NCc1nc2ccccc2[nH]1)c1ccc(F)cc1	-82.3	-27.6	-0.6	51.0	-6.6	6.1	0.2	-9.4	-2.1
CC(C)=CCc1c(O)ccc2c1OC(c1ccc(O)c(O)c1)CC2=O (stereo not drawn)	3.9	5.9	-0.3	41.2	5.9	3.7	1.7	-3.0	-3.0
CC(=O)C1=C(NC(=O)c2ccc(F)cc2)CC2C1C2(C)C (stereo not drawn)	49.6	6.6	1.6	64.4	-5.2	0.4	1.0	-1.6	8.4
C/C(=N/NC(=O)c1cc(O)c(O)c(O)c1)c1ccc([N+](=O)[O-])cc1	21.8	10.8	1.9	-20.2	-17.1	0.4	1.0	-3.9	4.8
COc1ccc(CNC(=O)CN(C)S(=O)(=O)c2ccc(Cl)cc2)cc1	17.0	-0.7	1.4	14.2	-11.1	0.8	2.1	-7.3	-1.4
COCCNC(=O)CN(CC1CCCO1)C(=O)CCC(=O)Nc1ccccn1 (stereo not drawn)	27.2	2.2	-0.9	47.6	6.2	2.2	0.7	-6.6	0.6
NC(=O)COC(=O)c1cc([N+](=O)[O-])ccc1NCCO	-16.7	-2.4	-0.1	8.0	-0.2	-0.4	1.1	2.3	.
COC(=O)CCC(=O)Nc1ccccc1C(=O)Nc1ccccc1	-8.8	5.6	0.2	-6.8	-4.5	1.4	1.0	-0.5	-5.3
COCCCn1c(=NC(=O)c2ccncc2)c(C#N)cc2c(=O)n3cccc(C)c3nc21	26.8	13.4	1.8	-9.2	-11.5	0.6	0.5	10.5	5.7
Cc1ccc(-n2nc3c(n2)/C(=N/O)CC/C3=N\O)cc1	16.6	-5.5	0.2	10.8	7.3	-0.5	-0.3	0.2	5.0
Cc1c(N2C(=O)/C(=C3\C(=O)N(CC(=O)O)c4ccccc43)SC2=S)c(=O)n(-c2ccccc2)n1C	-16.3	-8.7	-0.2	19.8	-1.5	-0.1	-0.1	-2.1	.
COc1ccccc1Cn1c(-c2ccccc2OC)nc2ccccc21	19.6	19.7	0.9	5.9	-2.8	-1.4	-0.5	-9.7	-0.6
CCN1C(=O)/C(=C/c2ccc(N3CCCC3)cc2)NC1=S	-21.6	-8.0	0.0	36.3	-10.4	41.9*	10.6	-12.6	10.0
Cc1ccc(-n2c(C)cc(C)c(C#N)c2=O)cc1C	36.6	20.5	0.8	-5.5	4.0	0.7	0.6	3.0	9.0
COc1ccc(/C=C(\C#N)C(=O)OCC(=O)NC(=O)NCCC(C)C)cc1	-6.4	-28.5	0.3	60.7	1.2	0.4	0.4	1.3	7.5
OCC1(Cc2ccccc2)CCN(Cc2ccc(-c3ccco3)cc2)CC1	-20.3	2.1	0.6	43.8	-7.7	2.8	2.7	-28.1	7.7
Cc1ccc(-c2ccc(/C=N/NC(N)=S)o2)cc1	11.3	-4.8	-0.7	31.6	15.5	-3.1	-1.7	-8.2	.
CN(C)S(=O)(=O)c1cccc(NC(=O)CN2C(=O)C3C4C=CC(C4)C3C2=O)c1 (stereo not drawn)	-17.2	-7.6	0.6	-4.8	1.2	0.2	0.8	-21.2	0.2
O=C(Nc1ccccc1)c1ccc2snnc2c1	-67.8&-51.3	4.6	2.0	6.3	-6.4	1.1	0.8	-9.1	-1.8
Nc1nc(CN2CCN(c3cccc(Cl)c3)CC2)nc(N2CCCc3ccccc32)n1	7.3	-59.3	-0.5	88.0*	-27.6	-2.9	0.5	-37.1	12.7
CCOc1ccc(NC(=O)NCCCN2CCCC2)cc1	-0.7	-15.6	2.2	21.5	14.1	0.1	1.3	-1.4	1.6
Cc1ccc(C(=O)N/C(N)=N/c2nc3ccccc3o2)cc1	20.4	-12.1	1.7	38.2	-2.6	-0.2	0.7	-12.9	1.0
O=C(CCc1ccccc1)Nc1cc(C(F)(F)F)ccc1Cl	18.1	3.6	0.0	69.1	8.8	-3.1	-1.6	-5.3	4.2
O=C(Nc1ccccc1)Nc1ccc(Oc2cccnc2)nc1	-27.5	-4.4	0.4	-7.8	-0.8	7.6	1.8	-1.8	.

Some of these compounds in order of their number in CHOP inhibitor, ascending.
SMILES	EP2 modulator	NPY1 pot ag	S1P4 ag	CHOP inhibitor	S1P4 antag	TRPML3 ag	NPY2 pot ag	NPY-Y1 antag
Cc1ccc(-c2ccc(/C=N/NC(N)=S)o2)cc1	11.3	-4.8	-0.7	31.6	15.5	-1.7	-8.2	.
OCC1(Cc2ccccc2)CCN(Cc2ccc(-c3ccco3)cc2)CC1	-20.3	2.1	0.6	43.8	-7.7	2.7	-28.1	7.7
COc1ccc(/C=C(\C#N)C(=O)OCC(=O)NC(=O)NCCC(C)C)cc1	-6.4	-28.5	0.3	60.7	1.2	0.4	1.3	7.5

Next records follow.
SMILES	EP2 modulator	NPY1 pot ag	S1P4 ag	CHOP inhibitor	S1P4 antag	TRPN1 ag	TRPML3 ag	NPY2 pot ag	NPY-Y1 antag
CC(=O)Nc1ccc(S(=O)(=O)N(C)CC(=O)NC2=NCCS2)cc1	-17.1	2.9	-1.0	34.0	-20.2	0.0	0.9	11.2	3.4
Cc1ccccc1N1C(=O)CC(c2c[nH]c3ccccc23)C1=O (stereo not drawn)	-5.6	-6.0	-1.7	4.2	2.1	1.9	0.6	3.2	-5.0
Cc1ccc(NC(=O)CCn2nc(C)cc2C)cc1	12.2	6.4	-1.0	16.9	-17.5	2.8	0.6	4.6	6.2
O=c1c(-c2ccc(F)cc2)[n+]([O-])c2ccccc2n1OCc1ccccn1	13.7	12.9	0.7	10.8	-7.5	1.3	0.3	-15.9	0.5
Cc1ccc2c(c1)C=CC(C)(C)S2(=O)=O	4.3	-5.6	0.1	-6.2	-8.2	1.0	0.9	9.8	4.0
Cc1ccc(NC(=S)Nc2cccc3cnccc23)cc1	-68.6	-0.9	1.2	14.7	10.0	-0.3	0.2	8.1	-4.7
Cn1ccs/c1=N\C(=O)Nc1cccc(Cl)c1	-26.5	16.0	2.6	-24.8	-24.1	1.4	0.9	8.8	0.2
CC(C)CCN1CCN(Cc2nc3ccccc3s2)CC1CCO (stereo not drawn)	-25.7	-0.5	2.0	6.4	-14.9	2.4	0.5	-8.2	6.0
COc1ccccc1N1CCN(CCCCOc2cccc3ccccc23)CC1	13.4	-69.7	2.0	83.7*	11.8	-0.1	0.5	-16.3	16.6
CCOc1cccc(/C(O)=C2/C(=O)C(=O)N(CCOC)C2c2ccncc2)c1 (stereo not drawn)	6.2&5.7	3.3	-0.1	17.7	5.5	0.9	-1.3	6.1	0.1
CCn1c(NC(=O)c2ccc(C)cc2)c2ccccc2nc1=O	8.9	0.8	-0.3	6.8	-10.6	-1.9	-0.8	3.5	-2.4
COc1ccc(C(=O)NC2(C(F)(F)F)C(=O)N(Cc3ccco3)C3=C2C(=O)CC(C)(C)C3)cc1OC (stereo not drawn)	-9.5	14.1	-1.4	-8.7	-6.8	0.6	-0.3	-6.6	0.1

Single records (already shown):
CCn1c(NC(=O)c2ccc(C)cc2)c2ccccc2nc1=O in the list: EP2 modulator: 8.9; NPY1 pot ag: 0.8; S1P4 ag: -0.3; CHOP inhibitor: 6.8; S1P4 antag: -10.6; TRPN1 ag: -1.9; TRPML3 ag: -0.8; NPY2 pot ag: 3.5; NPY-Y1 antag: -2.4
COc1ccccc1N1CCN(CCCCOc2cccc3ccccc23)CC1 in the list: EP2 modulator: 13.4; NPY1 pot ag: -69.7; S1P4 ag: 2.0; CHOP inhibitor: 83.7*; S1P4 antag: 11.8; TRPN1 ag: -0.1; TRPML3 ag: 0.5; NPY2 pot ag: -16.3; NPY-Y1 antag: 16.6

Next part
SMILES	EP2 modulator	NPY1 pot ag	S1P4 ag	CHOP inhibitor	S1P4 antag	TRPN1 ag	TRPML3 ag	NPY2 pot ag	NPY-Y1 antag
CCCc1cc(=O)[nH]c(/N=C(/NC(=O)C(C)N2C(=O)c3ccccc3C2=O)Nc2ccccc2)n1 (stereo not drawn)	-35.7	0.1	1.5	54.7	-29.2	0.4	0.4	-2.8	-4.2
CN1CCN(c2ccc(S(=O)(=O)N3CCCCC3)cc2NC(=O)c2cccc([N+](=O)[O-])c2)CC1	-3.7	14.7	-0.6	0.4	-17.4	1.7	1.5	12.5	-4.0
COc1ccc(N2CCN(CC(=O)Nc3sccc3C#N)CC2)cc1	-5.1	-15.1	-1.1	-10.1	-12.1	-0.4	0.0	-5.2	0.0
CC1=Nc2cccc3cccc(c23)N1C	-31.8	-10.2	0.3	19.9	-14.3	1.1	0.3	-4.9	-1.1
Nc1ccc2c(c1)Nc1ccccc1CC2	-81.1	24.3	-0.1	13.0	-0.7	-0.1	1.2	17.4	2.8
COc1ccc(N(CC(=O)Nc2ccccc2C(N)=O)S(=O)(=O)c2ccc(C)c([N+](=O)[O-])c2)cc1	-55.4	14.9	-0.3	-3.8	-6.9	-0.2	-0.3	16.1	-1.3
C/C(=N\Nc1ccc(F)cc1F)c1ccccc1O	-43.7	13.1	0.1	51.8	6.4	0.0	0.7	8.5	2.2
CCNC(=O)CCC(=O)Nc1cc(Cl)ccc1C	-2.0	26.0	0.1	13.4	20.8	-0.4	0.4	-8.6	-1.2
Cc1ccc(-c2nnc(SCC(=O)NNC(=O)COc3cccc(C)c3)n2C)cc1	1.0	6.4	7.1	35.3	-13.9	-1.5	-0.3	-3.7	2.4
CCN1CCC[C@H]1CNC(=O)c1c(O)c(Cl)cc(Cl)c1OC	12.8	4.0	0.2	13.9&-9.7	4.5	-1.1	-0.7	-17.4	1.0
O=C(Nc1ccc(O)c2c(=O)cc(-c3ccccc3Cl)oc12)c1cccc(Cl)c1	30.1	-5.3	1.3	23.8	7.5	1.1	0.3	13.3	4.2
O=C1c2ccccc2C(=O)N1CC1c2ccccc2CCN1S(=O)(=O)c1cnc[nH]1 (stereo not drawn)	-5.1	11.2	0.6	-18.1	-37.0	-0.3	0.9	-0.6	-0.8
CCOc1nc(-c2ccc(C)cc2)ccc1-c1noc(COC)n1	42.8&57.6	-33.0	-0.2	37.9	-7.3	1.0	0.0	-9.9	8.2
Cc1nc2ccccc2n1C1CCN(CC(=O)Nc2ccccc2Br)CC1	-51.3	-1.0	0.5	24.2	-13.6	3.1	1.0	-3.6	5.4
Cc1cc(C)c(-c2c(O)c3cnn(-c4ccccc4)c3[nH]c2=O)c(C)c1	22.5	11.8	-0.2	4.1	-12.6	0.5	0.5	7.1	1.0
Cc1ccc(-c2nn3cnnc3c3ccccc23)cc1C	24.1	-6.9	1.2	31.3	-13.8	-0.2	0.8	-0.8	15.7
O=C(NC(=S)Nc1ccc(Cc2ccncc2)cc1)c1ccccc1F	-81.6	3.5	2.0	68.1	3.0	3.9	1.0	-6.1	5.6
